Screening results deposited in PubChem BioAssay by several laboratories.
MT1-MMP act inh: inhibitors of human MT1-MMP activation; hit rate 0.061% among 360,000; HT1080 RFP-PRO-GFP cells, GFP/RFP ratio fluorescence, overnight; percent of plate control window, DMSO zero; P50281; AID 651647; GFP/RFP ratio change, % at 20 µM;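 active = GFP/RFP ratio change of at least 30% with cell ATP level not reduced by more than half and red fluorescence within 50% of control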; also: strong numbers were not always called active
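Compound: 20 µM single dose, 1% DMSO / System: HT1080 RFP-PRO-GFP cells / Controls: DMSO and RFP-L50D-GFP cell wells / Read-out basis: GFP/RFP fluorescence ratio / Schedule: overnight compound exposure at 37 °C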
Rin1-Abl PPI inh: blocks binding of human Rin1 to Abl. P00519+Q13671. TR-FRET Rin1/Abl binding, biochemical. inhibition, % at 7.35 µM. hit rate 0.4% among 360,000. AID 588664; in the data active = inhibition above about 5%, passing the limit was not always enough
MsrA act: activates bovine MsrA enzyme; purified bovine MsrA, absorbance read-out; activation, % at 10.6 µM; hit rate 0.3% among 360,000; AID 602163; in the data active = activation above about 7.5%;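 also: 0% = vehicle and 100% = reference activator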
PABP1 MLLE inh: inhibitors of microRNA-mediated deadenylation, human PABP1 MLLE binding. P11940. GST-MLLE / FITC-PAM2 fluorescence polarization. inhibition, % at 20 µM. hit rate 0.36% among 360,000. AID 588489; in the data active = inhibition above about 35%, passing the limit was not always enough;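 also: plate controls were DMSO wells with GST-MLLE for no effect and wells lacking GST-MLLE protein for full effect; some results filed as inactive read as strong as hits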
SKN-1 block: C. elegans SKN-1 inhibition; C. elegans VP596 Pgst-4::GFP/RFP ratio, acrylamide-induced, 24 h; inhibition, % at 21.8 µM; hit rate 0.49% among 360,000; AID 624304;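 active = interference check ratio from 0.5 to 1.5 plus GFP to RFP signal ratio inhibition reaching or exceeding a fixed threshold, cut at about 30% in these data, passing the limit was not always enough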; also: some compounds called inactive have numbers as strong as hits
Neddyl block: cullin neddylation inhibition; P61081+Q13564; TR-FRET cullin neddylation, biochemical; calls only at 25 µM; hit rate 0.58% among 360,000; AID 651699; in the data active = inhibition above about 36%
Target sequence (P61081 whole entry, looked up): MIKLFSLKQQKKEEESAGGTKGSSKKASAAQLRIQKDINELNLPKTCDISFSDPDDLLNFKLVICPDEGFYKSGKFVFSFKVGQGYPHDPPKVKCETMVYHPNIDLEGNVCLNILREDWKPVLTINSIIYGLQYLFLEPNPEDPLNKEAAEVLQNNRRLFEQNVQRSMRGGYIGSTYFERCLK
Target sequence (Q13564 whole entry, looked up): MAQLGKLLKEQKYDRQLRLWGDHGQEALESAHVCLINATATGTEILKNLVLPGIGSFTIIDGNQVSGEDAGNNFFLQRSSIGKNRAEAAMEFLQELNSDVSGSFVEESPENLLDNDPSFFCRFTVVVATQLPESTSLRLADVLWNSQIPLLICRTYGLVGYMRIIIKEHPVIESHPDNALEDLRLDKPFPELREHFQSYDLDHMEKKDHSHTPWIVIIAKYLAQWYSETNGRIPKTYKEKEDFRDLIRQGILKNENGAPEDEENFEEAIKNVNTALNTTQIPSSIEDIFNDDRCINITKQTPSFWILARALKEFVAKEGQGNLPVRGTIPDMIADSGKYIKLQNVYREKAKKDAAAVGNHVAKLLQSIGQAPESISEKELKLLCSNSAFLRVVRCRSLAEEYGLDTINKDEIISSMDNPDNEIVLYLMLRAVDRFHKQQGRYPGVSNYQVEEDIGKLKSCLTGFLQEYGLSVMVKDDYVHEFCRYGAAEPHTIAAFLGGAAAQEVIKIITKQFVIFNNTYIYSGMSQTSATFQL
CendR NRP1 mod: alters CendR peptide binding to human NRP-1; inhibition, % at 25 µM; hit rate 0.85% among 360,000; O14786; FAM-RPARPAR peptide binding to NRP-1, fluorescence polarization;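 active = inhibition or corrected inhibition above about 18%, plus a signal ratio from 0.5 to 1.5, limit read from the data, passing the limit was not always enough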; also: strong numbers were not always called active
FAS TE block: inhibitors of human fatty acid synthase thioesterase domain | AID 602261 | recombinant FAS-TE, OMFH fluorogenic substrate, fluorescence endpoint | hit rate 0.67% among 360,000 | inhibition, % at 15 µM;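 active = compounds whose normalised, plate-corrected inhibition of enzyme fluorescence in the single-dose primary screen is 50% or more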;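 also: 0% = DMSO with enzyme and 100% = substrate without enzyme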
E coli Lon inh: inhibitors of E. coli Lon protease | P0A9M0 | purified E. coli Lon protease, fluorescence polarization | inhibition, % at 7.94 µM | hit rate 0.42% among 360,000 | AID 602123; in the data active = inhibition above about 13%, passing the limit was not always enough;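 also: 0% = enzyme with probe and DMSO and 100% = no enzyme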
* marks the source's active call; other numbers are inactive results; i = inactive; · = no result given.

Below each SMILES – MT1-MMP act inh	Rin1-Abl PPI inh	MsrA act	PABP1 MLLE inh	SKN-1 block	Neddyl block	CendR NRP1 mod	FAS TE block	E coli Lon inh
- O=C(N/N=C/c1ccc([N+](=O)[O-])s1)C(O)c1ccccc1 (stereo not drawn)
  -9	0	-3	13	-2	i	6	-7	-4
- O=C(COC(=O)c1nn(-c2ccccc2C(F)(F)F)cc1O)c1ccc(OC(F)F)cc1
  0	0	0	7	1	i	-2	-13	-9
- CC12CCCCC1(O)[N+](=O)C1=C(CCCC1)N2[O-] (stereo not drawn)
  9	0	-4	22	-8	i	9	-12	-20
- CCOC(=O)C1=C(C)NC(=O)C1(NC(=O)c1cccnc1)C(F)(F)F (stereo not drawn)
  3	0	-11	15	0	i	3	-12	1
- COC(=O)COc1ccc(S(=O)(=O)N2CCOCC2)cc1
  -1	2	-3	-6	-9	i	2	-4	2
- CCc1nnc(NC(=O)CCC(=O)N2CCN(Cc3ccc(Cl)cc3)CC2)s1
  1	0	-3	14	2	i	6	-3	-4
- Cc1ccc(OCC(=O)OCC(=O)c2cccc([N+](=O)[O-])c2)cc1C
  -5	1	-6	5	-8	i	-2	10	-6
- CCCCn1c(-c2ccc(OC)cc2)nc2c(=O)n(C)c(=O)[nH]c21
  2	2	0	-14	7	·	-4	-4	1
- CC(=O)Oc1ccc(/C=C2/Oc3ccccc3C2=O)cc1
  -3	-6	-3	-12	-6	i	-3	-4	-29
- CC1CCCC=CC2CC(OC(=O)CN(C)C)CC2C(O)C=CC(=O)O1 (stereo not drawn)
  2	2	0	-15	-3	i	-1	-4	-4
- O=C(COc1ccc(S(=O)(=O)Nc2ccc(Cl)cc2)cc1)N1CCOCC1
  5	1	-1	-4	9	i	8	-3	4
- O=C1c2ccccc2C(=O)N1CC1c2ccccc2CCN1S(=O)(=O)c1ccccc1 (stereo not drawn)
  -2	-2	-3	1	-30	i	10	18	7
- CC(C)c1ccc2[nH]c(O)c(N=NC(=O)c3cccc(S(=O)(=O)Nc4ccccc4Cl)c3)c2c1
  4	-2	-9	1	10	i	0	-12	-3
- CCn1c(SCC(=O)NCc2ccco2)nnc1-c1cccs1
  -4	1	3	9	13	i	-12	-9	-10
- O=C(NC12CC3CC(CC(C3)C1)C2)N1CCN(c2nc(-c3ccccc3)cs2)CC1
  -14	-3	1	-15	2	i	20	28	4
- CCOc1ccc2[nH]c3c(NCCN(CC)CC)ncnc3c2c1
  4	2	-2	1	17	·	12	-1	-1
- CCCCNC(=O)Nc1c(C(=O)OC)[nH]c2ccc(C)cc12
  2	0	-11	1	-24	i	-8	0	-2
- CCOc1cc(C(=O)Nc2cc(OC)cc(OC)c2)ccc1OCC(=O)N1CCOCC1
  ·	3	-2	-6	16	i	12	-5	-14
- CCOc1ccc(S(=O)(=O)Nc2cc(C)ccn2)c2ccccc12
  -1	6	0	3	-1	i	-14	-9	5
- C[C@H](CO)N1C[C@H](C)[C@H](CN(C)Cc2ccncc2)Oc2ncc(C#CC3CC3)cc2C1=O
  0	1	-1	8	4	i	0	-1	-2
- CSc1ccc(-c2cc(=O)c3ccccc3o2)cc1
  ·	-3	-15	0	47*	i	-9	6	-3
- Nc1nc(N)nc(-c2ccccn2)n1
  0	1	4	-1	7	i	10	-5	-6
- O=C1CC(Sc2ccc(Cl)cc2)C(=O)N1c1ccc2c(c1)OCCO2 (stereo not drawn)
  -5	-5	-1	34	-7	i	5	12	0
- Cc1nnc(SCC(=O)c2cc(C)n(-c3ccc4c(c3)OCO4)c2C)s1
  1	-2	-8	22	2	i	-7	10	-4
- CC(=O)N/C(=C\c1cccc([N+](=O)[O-])c1)C(=O)NC(C)C
  1	-2	-3	8	0	i	-8	-8	1
- Cc1cccc(NC(=O)Cn2cccc2)c1
  11	-2	-2	12	-2	i	8	-4	6
- COc1cc(C)nc(Oc2ccc(/C=N/O)cc2)n1
  0	-2	-5	6	-10	i	2	-5	1
- CCN1CCN(C(=O)Nc2cc(Cl)ccc2OC)CC1
  ·	-3	-4	2	12	i	-3	-8	7
- O=C1/C(=C/c2ccccn2)SC(=S)N1c1cccc(O)c1
  0	0	-3	12	-3	i	-4	-5	4
- Cc1ccc(C2NNC(=O)C2NC(=O)c2ccccc2)cc1 (stereo not drawn)
  -2	1	-3	3	22	i	0	-3	-12

Below each SMILES – MT1-MMP act inh	Rin1-Abl PPI inh	MsrA act	PABP1 MLLE inh	SKN-1 block	Neddyl block	CendR NRP1 mod	FAS TE block	E coli Lon inh
- CC(C)c1cccc(C(C)C)c1Nc1cn[nH]c1
  3	0	-1	-5	16	i	4	-16	-5
- CCOC(=O)C1(CCOc2ccccc2)CCN(Cc2cccn2-c2cccnc2)CC1
  -4	5	-3	-1	2	i	2	11	2
- CC1CCCC(NC(=O)COC(=O)/C=C/c2ccc3c(c2)OCO3)C1C (stereo not drawn)
  3	-3	-1	0	-1	i	0	-7	2
- O=C(N/N=C/c1cccs1)c1ccc(-n2cccc2)cc1
  1	-3	-5	8	18	i	-5	0	-2
- COc1cc(C(C)=O)ccc1OCC(O)CN(CCO)Cc1ccccc1 (stereo not drawn)
  1	2	-3	-15	-13	i	7	-4	-7
- COc1ccc2nc(NC(=O)CN(c3ccc(C)cc3)S(=O)(=O)c3c(C)nn(C)c3C)sc2c1
  0	-3	-3	-9	-20	i	-14	14	9
- Cc1ccc(C(C)C)c(OCC(=O)Nc2ccc(N3CCN(S(C)(=O)=O)CC3)cc2)c1
  4	-1	-2	-2	-6	i	-5	-2	1
- CN1CCCN(C(=O)c2cc(-c3ccc(Cl)c(Cl)c3Cl)nc3ccccc23)CC1
  1	0	-4	7	6	i	0	-4	-2
- Cc1ccc2c(c1)N(C(=O)CSc1nncn1C)C(C)(C)c1ssc(=S)c1-2
  2	-4	-5	18	24	i	-4	0	-4
- O=C(Cc1c(F)cccc1Cl)Nc1nc2ccccc2s1
  -7	2	1	3	18	i	13	13	-2
- COc1ccc(/C=C/C(=O)OCC(=O)N2CC(=O)Nc3ccccc32)cc1S(=O)(=O)N1CCOCC1
  1	2	-4	-3	5	i	8	-6	-4
- COc1ccc(OC)c(NC(=O)NNC(=O)c2cc3occc3[nH]2)c1
  1	-2	-1	-3	8	i	14	-1	-3
- COc1cc(/C=C2/C(=O)NN(c3ccccc3)C2=O)cc(Br)c1O
  -1	2	-5	-140	1	i	-102	-9	-18
- Cc1c(Cl)cccc1NC(=O)CSc1nnc(C)n1CC1CCCO1 (stereo not drawn)
  0	0	-10	-1	-10	i	7	-3	2
- COc1ccc(C(=O)Nn2c(SCC(=O)NCC3CCCO3)nc3ccccc3c2=O)cc1 (stereo not drawn)
  3	6	-11	-6	-2	i	-2	-3	10
- COc1ccc(OC)c(N/C=C/C(=C(C#N)C#N)N(C)C)c1
  -4	4	-5	-12	-11	i	1	2	0
- COCCNc1nc2nonc2nc1N1CCCC1c1nccs1 (stereo not drawn)
  -4	1	-4	26	2	i	8	-8	-4
- c1ccc(CSc2nnc(-c3ccco3)c(-c3ccco3)n2)cc1
  1	3	-5	35	14	i	-13	22	86*
- N#Cc1ccc(NC(=O)COC(=O)C2=COCCO2)cc1
  2	2	3	-5	13	i	7	-1	-4
- COc1cccc2cc(C(=O)NCc3ccc(C)cc3)c(=O)oc12
  -3	0	0	15	-7	i	3	-4	-3
- COc1ccc(C(=O)CSc2nc3ccccc3n2CC(=O)c2ccccc2)cc1
  8	-2	-1	-121	10	i	2	23	-1
- COCCN(C(=O)C(C)C)c1nnc(-c2cccc(C)c2)s1
  2	-1	-1	0	15	i	-12	3	-1
- COc1ccc(OC)c(C(C)NC(=O)c2ccco2)c1 (stereo not drawn)
  -2	7	-3	6	0	i	2	-6	0
- CC1CC1C(=O)OCC(=O)NNC(=O)c1ccc([N+](=O)[O-])cc1 (stereo not drawn)
  3	4	-2	13	5	i	3	-2	-2
- Cn1c(CC(=O)Nc2ccc(Cl)c(Cl)c2)nnc1SCC(=O)N1CCN(c2ccccc2)CC1
  -19	-2	-1	-83	-8	i	-13	28	-8
- COc1ccc(C(=O)Nc2ccc(Cl)cc2C(=O)N2CCOCC2)cc1
  7	0	-1	12	10	i	10	-4	-4
- Cc1ccc(S(=O)(=O)CCC(=O)N(C)C2CCCCC2)cc1
  -5	1	-2	10	12	i	10	-6	-6
- COc1ccc(OC)c(NC(=O)CCc2nnc3ccc(N4CCC(C)CC4)nn23)c1
  -4	-2	-3	-3	3	i	12	0	10
- CCOc1ccc(Cn2c(=O)sc3ccccc32)cc1OC
  -1	-1	-2	-5	-6	i	-1	13	-2
- CCc1cc2cccc(C)c2nc1SCC(=O)Nc1cc(C)on1
  -3	-33	-3	5	-2	i	19	8	7

Below each SMILES – MT1-MMP act inh	Rin1-Abl PPI inh	MsrA act	PABP1 MLLE inh	SKN-1 block	Neddyl block	CendR NRP1 mod	FAS TE block	E coli Lon inh
- Cc1ccc(/C=C2\NC(=S)NC2=O)cc1[N+](=O)[O-]
  -6	3	-5	9	-1	i	5	3	-3
- COc1cc(C(=O)NCCCOC(C)C)ccc1OC1CCN(C(C)=O)CC1
  -1	-1	-3	-6	12	i	10	-6	-11
- COc1ccc(CC(=O)NCc2ccc3c(c2)cc(C)n3C)cc1
  ·	-6	-10	35	50*	i	2	-6	5
- COc1cccc(OC)c1C(=O)Nc1ccc(CN2CCCCC2)cc1
  0	-1	-5	8	-9	i	7	-8	-6
- CCN(C[C@H]1N[C@@](Cc2ccccc2)(C(=O)OC)[C@H]2C(=O)N(Cc3ccccc3)C(=O)[C@@H]12)C(=O)NC(C)C
  1	-3	0	-5	10	i	3	-3	-7
- COc1ccc(C(CNC(=O)c2cccc(S(=O)(=O)Nc3ccc(Br)cc3)c2)N(C)C)cc1 (stereo not drawn)
  0	5	-1	-14	11	i	-2	3	2
- CN(C(=O)COC(=O)c1ccc(Cl)s1)C1(C#N)CCCCC1
  7	-1	-12	2	-5	i	1	-6	6

One compound at a time, from the list above. Values in the order: MT1-MMP act inh | Rin1-Abl PPI inh | MsrA act | PABP1 MLLE inh | SKN-1 block | Neddyl block | CendR NRP1 mod | FAS TE block | E coli Lon inh
COCCNc1nc2nonc2nc1N1CCCC1c1nccs1 (stereo not drawn) as listed: -4 | 1 | -4 | 26 | 2 | i | 8 | -8 | -4
COc1ccc(/C=C/C(=O)OCC(=O)N2CC(=O)Nc3ccccc32)cc1S(=O)(=O)N1CCOCC1 as listed: 1 | 2 | -4 | -3 | 5 | i | 8 | -6 | -4

An unsorted share of the library, and some 4% of all compounds hit somewhere here.
